Pf gamet viab – P. falciparum stage V gametocyte viability inhibition; P. falciparum stage V gametocytes, ATP luminescence, 24 h; 150,000 tested, 0.065% active; inhibition, % at 10.9 µM;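 active = inhibition above the mean plus 3 SD of compounds within the control limits, set per campaign, cut at about 38% in these data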;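 note: 0% = DMSO wells and 100% = medium only without gametocytes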
Rab2A wt mod – changes GTP binding to wildtype dog Rab2A, up or down; P61105; AID 760; 190,000 tested, 0.19% active; GTP binding activity, % at 10 µM; GST-Rab2 wt beads, Bodipy-GTP binding, flow cytometry;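 active = GTP binding activity at least 20 points away from 100%, either lowered or raised; inconclusive = signal likely due to the compound's own green fluorescence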;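 note: 0% = beads with excess unlabeled GTP and 100% = no-compound control corrected for plate trend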
Cdc42 wt – modulators (inhibitors or activators) of GTP binding to human Cdc42 wildtype. 190,000 tested, 0.2% active. P60953. GST-Cdc42 beads, Bodipy-GTP binding, flow cytometry; actives lie on both sides. percent activity (GTP binding), % at 10 µM;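 active = percent activity GTP binding at least 20 points away from the 100% baseline, either down as inhibitor or up as activator; inconclusive = compound flagged as likely green fluorescent from well-wide comparison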;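 note: median bead fluorescence of bound Bodipy-FL-GTP at 100 nM; 0% = excess unlabeled GTP control and 100% = no compound control; below 100% means less GTP binding so inhibitor and above means activator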
Target sequence (P60953 whole entry, looked up): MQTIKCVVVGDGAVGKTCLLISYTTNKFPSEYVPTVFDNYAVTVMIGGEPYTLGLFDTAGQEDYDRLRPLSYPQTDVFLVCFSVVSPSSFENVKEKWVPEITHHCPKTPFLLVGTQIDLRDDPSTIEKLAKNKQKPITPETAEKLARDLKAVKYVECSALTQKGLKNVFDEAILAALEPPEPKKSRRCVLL
Mcl1 Noxa PPI – disrupts binding of human Mcl-1 to Noxa peptide | Q07820 | TR-FRET Mcl-1/Noxa peptide binding, 2 h | inhibition, % at 21.7 µM | 220,000 tested, 1.5% active | AID 1022;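 active = compounds that cut the protein-peptide binding signal by more than 50% relative to plate controls in a single-dose test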;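 note: His-tagged Mcl-1 with rhodamine Noxa BH3 peptide and terbium anti-His antibody; 0% = Mcl-1 plus Noxa peptide wells and 100% = peptide-only wells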
Target sequence (Q07820 whole entry, looked up): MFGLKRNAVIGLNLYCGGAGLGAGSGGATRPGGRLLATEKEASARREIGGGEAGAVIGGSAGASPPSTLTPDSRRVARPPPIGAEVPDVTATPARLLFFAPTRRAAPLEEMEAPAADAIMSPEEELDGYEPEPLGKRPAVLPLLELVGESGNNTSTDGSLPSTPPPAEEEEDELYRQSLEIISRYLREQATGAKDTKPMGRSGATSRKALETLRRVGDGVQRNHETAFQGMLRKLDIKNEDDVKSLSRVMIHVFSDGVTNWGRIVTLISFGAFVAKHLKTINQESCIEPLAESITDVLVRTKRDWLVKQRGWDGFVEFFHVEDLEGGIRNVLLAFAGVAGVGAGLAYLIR
Rac1 wt GTP bind – modulators of human Rac1 wildtype GTP binding; GST-Rac1 beads, fluorescent GTP binding, flow cytometry; actives lie on both sides; 0 = cold GTP competed, 100 = untreated; GTP binding activity (% of control), % at 10 µM; 190,000 tested, 0.27% active;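 active = GTP binding activity at least 20 points away from the 100% control level, either lower or higher; inconclusive = compound flagged as likely green fluorescent, judged across all proteins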
Rac1 mut GTP – modulators of GTP binding to human Rac1 activated mutant; P63000; GST-Rac1 activated beads, fluorescent GTP binding, flow cytometry; actives lie on both sides; 100% means binding = to untreated wells; percent activity (GTP binding), % at 10 µM; 190,000 tested, 0.11% active;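 active = GTP binding at least 20 percentage points away from the 100% baseline, in either direction, so actives lie on both sides; inconclusive = Compound likely fluorescent itself, or too few beads counted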
RGS8-Gao – human RGS8-Galphao interaction regulation; AID 1423; 220,000 tested, 0.34% active; response (percent of control binding), % at 10 µM; multiplexed bead flow cytometry, RGS8-Galphao binding; actives lie on both sides; in the data active = response below about 60% or above about 140%; inactive = in between;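 note: Galphao activated as the GDP aluminium fluoride complex binding bead-coupled RGS8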
Mcl-1 Bim block – human Bim-Mcl-1 interaction inhibition; Bead-based flow cytometry, Bim peptide-Mcl-1 binding; inhibition, % at 10 µM; 190,000 tested, 0.1% active; in the data active = inhibition above about 40%;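 note: 0% = no compound tracer wells and 100% = peptide blocker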
Mcl1 Bid PPI – disrupts binding of human Mcl-1 to Bid peptide | TR-FRET Mcl-1/Bid-Dy647 peptide binding, 1536-well | AID 1021 | inhibition, % at 21.7 µM | Q07820 | 220,000 tested, 0.97% active;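 active = compounds that cut the binding signal by more than half at the single screening dose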;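 note: His-tagged Mcl-1 with europium anti-His antibody binding Bid BH3 peptide; 0% = Mcl-1 plus peptide wells and 100% = peptide-only wells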
HRas wt GTP bind – modulators of GTP binding to human HRas wildtype. GST-Ras wt beads, Bodipy-FL-GTP binding, flow cytometry; actives lie on both sides. GTP binding activity, % at 10 µM. 190,000 tested, 0.14% active. P01112;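 active = GTP binding activity at least 20% away from the 100% baseline, either lowered as inhibitor or raised as activator; inconclusive = flagged as likely green fluorescent, judged across all proteins in the well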;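 note: 0% = unlabeled GTP competition control and 100% = no-compound control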
Target sequence (P01112 whole entry, looked up): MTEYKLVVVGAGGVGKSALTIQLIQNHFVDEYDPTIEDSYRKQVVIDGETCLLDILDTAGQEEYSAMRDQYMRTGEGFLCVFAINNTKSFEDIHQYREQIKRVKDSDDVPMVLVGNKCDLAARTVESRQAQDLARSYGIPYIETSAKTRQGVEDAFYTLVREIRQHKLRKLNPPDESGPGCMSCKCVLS
Rab7 wt modul – dog Rab7 wildtype GTP binding, inhibitors and activators | GST-Rab7 beads, fluorescent GTP binding, flow cytometry; actives lie on both sides; untreated = 100%, excess cold GTP = 0% | GTP binding activity (percent of control), % at 10 µM | 190,000 tested, 0.055% active | AID 758;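 active = fluorescent GTP binding to Rab7 beads changed by at least 20 points from the 100% baseline, either direction, mostly lower; inconclusive = compound itself probably fluorescent, or too few beads counted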;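 note: median green fluorescence of bound Bodipy-FL-GTP per Rab7 bead population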
Starred values were filed as active, the others as inactive; ? = inconclusive; · = not tested or not shown.

SMILES	Pf gamet viab	Rab2A wt mod	Cdc42 wt	Mcl1 Noxa PPI	Rac1 wt GTP bind	Rac1 mut GTP	RGS8-Gao	Mcl-1 Bim block	Mcl1 Bid PPI	HRas wt GTP bind	Rab7 wt modul
COc1ccc(NC(=S)Nc2ccc(N)c([N+](=O)[O-])c2)cc1	-9	95	97	42	99	97	99	3	-46	96	93
COc1ccc(CCNC(=O)C2CCC(CNS(=O)(=O)c3ccccc3)CC2)cc1OC (stereo not given)	·	98	97	7	96	95	106	-17	7	97	102
CCOc1ccc(NC(=O)[C@@H](NC(=O)c2ccccc2Br)C(C)C)cc1	·	101	101	6	107	103	101	-1	-7	101	100
COc1cccc(=O)c2c(C)n(C)c(C)c12	39*	98	103	25	100	99	97	3	-71	102	100
CCOC(=O)c1c(C)c(C(=O)NCc2cccs2)c(C)n1C	·	100	101	16	100	98	105	-2	-14	103	99
COc1ccc2c(c1)C(C1C(=O)CCCC1=O)c1ccccc1O2 (stereo not given)	·	100	103	10	101	99	98	0	-26	102	97
O=C(Nc1ccccc1N1CCCC1)c1ccc(Cl)cc1Cl	-1	96	95	-12	96	95	97	-1	-35	95	95
Cc1cccnc1NC(=O)Cn1nc([N+](=O)[O-])cc1C	7	101	102	-6	103	99	102	-1	-28	101	103
CC(=O)Nc1ccc(-c2csc(NC(C)c3ccccc3)n2)cc1 (stereo not given)	-11	94	93	33	100	96	100	1	-1	96	96
NC(=O)C1CCN(C(c2ccccc2Cl)c2nnnn2Cc2ccc3c(c2)OCO3)CC1 (stereo not given)	1	102	100	-6	101	97	99	3	-17	102	104
O=C(CSc1nnc(-c2ccco2)n1-c1ccccc1)NCc1ccco1	·	99	100	2	101	98	98	-3	-33	100	100
Cc1ccccc1NCC(=O)N/N=C/c1ccc([N+](=O)[O-])cc1	·	95	98	-2	104	99	84	-19	-70	99	102
CC1(C)C(=O)OC(c2cccc([N+](=O)[O-])c2)C2(CCCCC2)C1=O (stereo not given)	0	96	94	-1	97	96	98	0	-16	95	93
O=C(CSc1nnc(COc2ccccc2)o1)NCCc1ccccc1	-6	96	95	0	96	97	93	6	-10	96	92
O=C(NCCCN1CCOCC1)c1sc2cc(Cl)ccc2c1Cl	·	97	96	9	94	93	97	0	-16	94	98
CCOC(=O)c1[nH]nc2c1C(=O)N(CC)C2=O	18	103	104	16	99	98	102	-1	18	102	97
Cc1ccc(N2NC(=O)/C(=C/c3ccc(-c4ccc(Cl)c(C(=O)O)c4)o3)C2=O)cc1C	·	88	87	17	91	88	102	0	-25	90	93
O=C(CN1CCC(n2nnc3cc(F)ccc32)CC1)Nc1ccc2c(c1)CCC2	-19	96	96	6	99	96	·	-8	-33	95	97
N#Cc1ccc(NC(=O)COC(=O)C2Cc3ccccc3CN2C(=O)c2ccccc2)cc1 (stereo not given)	·	102	98	-1	97	98	101	11	-11	99	96
O=C(Nc1ccnc(-c2ccncc2)n1)c1cccs1	0	102	100	-7	97	98	101	0	-7	101	99
CCC(=O)NC(=S)Nc1ccc(NC(=O)c2ccc(C)c([N+](=O)[O-])c2)cc1	·	101	102	3	105	99	101	-2	-29	100	96
CCOc1ccccc1NC(=O)CSc1nc2cccnc2n1C	·	95	96	11	92	95	94	-1	-7	94	97
Brc1ccc(N/N=C(/N=Nc2nn[nH]n2)c2ccccc2)cc1	-6	90	90	11	90	89	103	0	-66	91	92
COc1ccc(CCNC(=O)C(C)Sc2ccc(C)cc2)cc1OC (stereo not given)	5	99	104	1	103	99	104	1	-4	100	101
CC(C)(C)NCCOc1ccc(Br)cc1	·	?	?	13	?	?	98	-4	17	?	?
COC(=O)c1cc2cc(NS(=O)(=O)c3ccc(C)cc3)ccc2s1	·	102	104	7	104	103	83	-5	9	100	107
CN(C)/C=N/c1nc2ncc(-c3ccc(Cl)cc3)c(/N=C/N(C)C)n2n1	·	98	95	8	100	96	96	-2	-1	98	101
CCN(CC)CCCNC(=O)c1cc2c(Cl)nc3ccccc3c2s1	-8	96	98	21	104	99	101	-2	-2	98	102
COc1ccc(CCC(=O)Nc2cccc(S(=O)(=O)N(C)C)c2)cc1OC	-11	102	106	-9	105	101	96	0	-30	102	99
O=C(CCCC(=O)OCC(Cl)=C(Cl)Cl)Nc1cccc2ccccc12	0	98	100	-4	100	96	102	-5	5	98	100
CC(=O)NCC(=O)OCC(=O)c1ccc(Cl)cc1	10	98	101	-6	99	99	112	0	16	99	100
Cc1nn(-c2ccccc2)c(N2CCCC2)c1/C=C1\N=C(c2ccccc2)OC1=O	-7	99	100	15	102	97	100	-2	-17	102	100
CN(C)/C=C1\C(=O)N(C)N=C1C(F)(F)F	6	99	95	1	98	97	99	0	-3	95	96
CSc1cccc(NC(=O)C2CCCN(S(=O)(=O)c3ccc(F)cc3)C2)c1 (stereo not given)	-28	98	101	5	98	98	102	-2	-8	98	99
O=Cc1sc(Nc2ccccc2)nc1Cl	-11	102	100	-1	100	96	101	-1	-30	101	106
COC(=O)CSc1[nH]c2cc(C)ccc2c1[N+](=O)[O-]	·	97	96	8	103	98	103	0	-20	100	103
N#Cc1c(NC(=O)CSCC(=O)O)sc2c1CCCC2	·	95	95	4	95	95	102	0	-31	97	97
Cc1cc(C)n2nc(Nc3ccccc3)cc2n1	·	93	97	-6	95	94	100	0	-23	95	97
CCOC(=O)CSc1nc(C)cc2c1C(=O)OC2	14	101	94	-2	97	96	102	0	-10	97	103
O=C(O)COc1ccc2c3c(c(=O)oc2c1)CCCC3	8	93	94	8	98	98	98	-4	1	94	97
COc1ccc(C)cc1Nc1nc(-c2c(C)[nH]c3ccccc23)cs1	5	100	99	13	101	100	99	-4	-73	98	98
Cc1cccc(-n2c(CCN3C(=O)c4ccccc4C3=O)nc3ccccc3c2=O)n1	·	100	106	7	107	100	98	-3	-21	102	98
CCN1CCN(C(=O)CN(C)S(=O)(=O)c2ccc(OC)cc2)CC1	·	95	95	3	95	95	105	-4	0	95	94
Nc1c(N2CCCCC2)c(=O)[nH]c(=O)n1-c1ccccc1	6	98	97	12	96	95	104	0	-77	97	97
CCC(=O)Nc1cccc(NC(=O)c2ccc3c(c2)OCO3)c1	·	100	101	13	100	100	103	0	-12	102	99
Cc1ccc(C(=O)NCCN(C)C)cc1C	·	104	103	-6	107	99	101	-4	-2	103	103
CN1CCCc2cc(C=O)ccc21	·	100	105	-4	106	99	103	0	-28	102	99
CCOC(=O)/C=c1\s/c(=C\c2ccccc2OC)c(=O)n1CC(=O)N1CCOCC1	-2	99	95	-13	103	100	97	-7	-23	101	101
COc1cccc2c1OCC(CN1CCN(C3CCCCC3)C(CCO)C1)=C2 (stereo not given)	·	100	102	7	101	99	121	1	-14	98	98
Cc1ccc(S(=O)(=O)N2CCOCC2)cc1C(=O)Nc1ccc(S(=O)(=O)Nc2nccs2)cc1	6	100	97	21	98	97	103	0	-16	99	105
CCOc1ccc(Cl)cc1CNc1nnnn1C	1	95	99	8	99	96	102	-1	-29	95	93
O=C(NCCN=C1NS(=O)(=O)c2ccccc21)c1ccc(S(=O)(=O)N2CCOCC2)cc1	-2	95	99	-6	102	96	101	1	-14	97	98
Cc1nn(Cc2ccccc2)c(Cl)c1C(=O)NC(C)(C)C	1	100	100	-2	106	103	95	-6	1	100	104
CC12CCC(c3nnc(SCc4ccc(Cl)cc4)nc31)C2(C)C (stereo not given)	·	101	102	10	102	100	99	-2	3	100	102
COc1ccc(NC(=S)N2CCC(c3nc4ccc(Cl)cc4[nH]3)CC2)c(OC)c1	4	104	104	27	102	100	101	-3	-25	106	102
CN(C)c1ccc(N2C(=O)CC(Sc3ccccc3C(=O)O)C2=O)cc1 (stereo not given)	-2	105	105	18	106	104	98	-4	-92	106	101
CCNC(=O)C/C(C)=N/NC(=O)C12CC3CC(CC(C3)C1)C2	·	96	97	-11	95	96	95	3	-43	97	95
CCOC(=O)C(Cc1ccccc1)(NC(C)=O)C(=O)OCC	17	100	100	14	103	99	101	-1	-4	99	98
C/C(CCc1ccccc1)=N\NC(=O)CC(=O)NCCc1ccccc1	-20	101	100	-6	104	98	94	-4	-3	101	101
Cc1cc(C)n(-c2ccc(C(=O)NC3=NCCS3)cc2)n1	1	97	102	20	97	96	105	1	-16	99	100

(listing goes on)
SMILES	Pf gamet viab	Rab2A wt mod	Cdc42 wt	Mcl1 Noxa PPI	Rac1 wt GTP bind	Rac1 mut GTP	RGS8-Gao	Mcl-1 Bim block	Mcl1 Bid PPI	HRas wt GTP bind	Rab7 wt modul
Nc1ccc(C(=O)OCC(=O)N2c3ccccc3Sc3ccccc32)cc1[N+](=O)[O-]	·	99	97	16	100	96	110	-2	5	95	95
CCN1CCN(c2nc(SC)nc3sc4c(c23)CC(C)(C)OC4)CC1	·	98	99	11	101	96	122	-7	-45	99	98
CCCCOc1ccc(Cl)cc1CSc1nnc(CC)n1N	·	98	101	-3	99	96	100	-1	-12	97	98
CCOc1ccc(N2CC(O)(c3ccc(F)cc3)[N+]3=C2CCCC3)cc1 (stereo not given)	14	94	98	-2	100	95	100	0	-4	95	94
CC(=O)OCC1CCCC2=C(C)C(=O)CCC21COC(C)=O (stereo not given)	-8	96	95	2	101	99	105	-2	-11	100	99
Cc1cccc2cc(C3CC(c4ccco4)=NN3S(=O)(=O)c3ccccc3)c(Cl)nc12 (stereo not given)	-15	101	105	15	107	100	99	-1	4	102	101
CC(NC(=S)Nc1ccccc1OC(F)F)C(C)(C)C (stereo not given)	·	101	102	1	109	102	100	-3	-33	100	100
O=C(CSCc1cnn(-c2ccccc2)c1-n1cccc1)NCc1ccccn1	-28	99	94	2	101	93	103	2	-44	100	103
CN(C)Cc1cc(CN(C)C)c(O)c(CCc2ccccc2)n1	·	102	101	32	100	100	105	-1	37	102	103
O=C(N/N=C/c1ccc(O)cc1)c1cccc(C(F)(F)F)c1	3	98	99	14	102	97	100	0	-40	98	100
CCN(CC)C(=O)CN(c1cccc(Br)c1)S(C)(=O)=O	-28	93	92	10	98	92	100	-5	-8	94	97
O=C(NCc1ccccn1)c1nc(-c2ccc(C(F)(F)F)cc2)no1	-7	94	92	-12	96	90	101	-4	-38	94	100
CCC(=O)Nc1nc(-c2ccc3c(c2)OCCO3)cs1	·	101	103	24	103	100	100	0	-20	100	102
CCSC1(SCC)N=C(N)C2(C#N)C(c3ccc(F)cc3)C12C#N (stereo not given)	·	101	100	12	97	97	97	-1	13	98	98

Compound activity (PubChem)
